Screening results (PubChem BioAssay)
RmlCD inh mix: RmlC and RmlD coupled enzyme inhibitors, primary screen, biochemical, 384-well, compound mixtures, retest; 110,000 compounds, 0.39% hits; inhibition, % at 5.5 µM; AID 1532, 2009; RmlC/RmlD coupled enzyme inhibition, 384-well mixture HTS; in the data active means inhibition above about 30%, passing the limit was not always enough; further: strong numbers were not always called active
HIV RNase H inh: HIV-1 RT RNase H inhibitors, primary screen, biochemical, fluorescence. RT-RNase H RNA/DNA duplex cleavage. 65,000 compounds, 1.9% hits. inhibition, % at 10 µM; in the data active means inhibition above about 50%
* = called active by the depositor; . = no result given; & = joins results of further samples.

| Molecule | RmlCD inh mix | HIV RNase H inh |
| --- | --- | --- |
| COc1ccc(NC(=O)NCCCN2CCN(c3cc(C)ccc3C)CC2)cc1 | -20 | 8 |
| Cc1ccc(OCC(=O)Nc2ccc(S(=O)(=O)N3CCN(C)CC3)cc2)cc1 | -11 | . |
| Cc1ccc(-c2nnc(-c3ccc(NC(=O)Cc4cccs4)cc3)o2)cc1 | -5 | . |
| CCOC(=O)Nc1ccc2c(c1)N(C(=O)CCN(C)C)c1ccccc1S2 | 15 | -9 |
| Cc1ccc2c(c1)CC1(CN2C)C(=O)NC(=O)N(c2cc(C)ccc2C)C1=O (centres undefined) | -12 | 4 |
| O=C(CCN1CCN(c2ccccn2)CC1)Nc1ccc(F)cc1 | 5 | -13 |
| Cc1ccc(OCc2ccc(C(=O)Nc3c(C)nn(Cc4c(F)c(F)c(F)c(F)c4F)c3C)o2)c([N+](=O)[O-])c1 | -11 | . |
| CC1CCN(c2cc(C#N)c(C#N)cc2[N+](=O)[O-])CC1 | -10 | . |
| O=P(O)(CCc1ccccn1)CN1CCCCC1 | -18 | -10 |
| O=C(NCc1ccc(Cl)cc1)C1C2C=CC3(CN(Cc4cccnc4)C(=O)C13)O2 (centres undefined) | 0 | 1 |
| Cc1nn(-c2cc(C)c3ccccc3n2)c2c1CCC2 | 6 | -1 |
| Cc1c(Cc2ccc3c(c2)OCO3)sc(NC(=O)c2cccc3ccccc23)c1C(N)=O | 9 | . |
| CCC(C(=O)N1CC2(C)CC1CC(C)(C)C2)N1C(=O)c2ccccc2C1=O (centres undefined) | 5 | -16 |
| NC(=O)c1ccsc1NC(=O)COC(=O)c1ccccc1NCc1ccco1 | -1 | 48 |
| N#Cc1nc(COc2ccccc2Cl)oc1NCc1ccco1 | -20 | . |
| CC(C)(C)n1ncc2c(=O)n(CC(=O)N3CCN(c4ccccc4)CC3)cnc21 | -10 | -1 |
| Cn1nccc1C(=O)N1CCc2ccccc21 | 5 | . |
| Cc1nn(Cc2ccc(C(=O)NC(C)(C)C)o2)c(C)c1Br | 8 | -28 |
| CCn1c(SCC(=O)Nc2cccc(F)c2)nnc1-c1cc2cc(Br)ccc2o1 | -11 | 32 |
| COC(=O)c1cccc(NS(=O)(=O)c2cccs2)c1C | 12 | -1 |
| Cn1cnnc1SCC(=O)c1ccc2c(c1)OCCO2 | -11 | . |
| CC1CN(S(=O)(=O)c2cccc(C(=O)NCCCn3ccnc3)c2)CC(C)O1 (centres undefined) | 5 | . |
| O=C1C2C(c3ccccc3)CC=CC2[C@H](c2cccc([N+](=O)[O-])c2)N1Cc1ccccc1 (some centres undefined) | 7 | . |
| COc1cccc(-c2nn(-c3ccccc3)cc2C(=O)Nc2nccs2)c1 | -16 | -14 |
| COC(=O)CCP(=O)(O)Cc1ccccc1CP(=O)(O)CCC(=O)OC | . | -11 |
| O=C(Nc1ccc(S(=O)(=O)N2CCCC2)cc1)C1COc2ccccc2O1 (centres undefined) | 8 | -6 |
| COc1ccccc1C(=O)Nc1c2c(nn1-c1cccc(C)c1C)CS(=O)(=O)C2 | -5 | 7 |
| COc1ccc(-c2cccc(C(=O)Nc3ccc(C)cc3)c2)cc1 | -12 | . |
| Cc1nn(Cc2ccc(Cl)cc2)c(C)c1NC(=O)Cn1nc([N+](=O)[O-])c(Cl)c1C | -10 | . |
| Cc1cc(C(=O)N2CCN(c3ncccn3)CC2)c(C)o1 | 13 | -2 |
| CC(C)C(=O)N1CCC2(CC1)Oc1ccc(F)cc1C(=O)C21CC(c2cccnc2)=NO1 (centres undefined) | -6 | . |
| Cc1ccc(-n2c(SCC(=O)NCc3ccco3)nc3sc4c(c3c2=O)CC(C)(C)SC4)cc1 | -8 | . |
| CCC(=NC(CC)CO)C1=C(O)CC(C)(C)CC1=O (centres undefined) | -6 | 0 |
| CC(C)NS(=O)(=O)c1ccc2c(c1)oc(=O)n2C | -8 | -6 |
| Cc1cnc(NC(=O)c2c(O)c3cccc4c3n(c2=O)CCC4)s1 | 3 | -6 |
| Cn1cccc1/C=N/n1cnnc1 | -5 | -7 |
| Clc1ccc(SCc2cc(-c3ccccc3)no2)cc1 | 5 | . |
| Cc1ccc(NC(=O)N2CCCN(Cc3ccc(F)cc3)C2)cc1C | -8 | -8 |
| O=C(CSc1ncc(-c2ccccc2)n1-c1ccccc1)NCc1ccco1 | -6 | -78 |
| Cc1c(NC(=O)OCc2ccccc2)c(=O)n(-c2ccccc2)n1C | -10 | -12 |
| COCc1cc(C2C(C(=O)c3ccco3)=C(O)C(=O)N2CCOCCO)ccc1O (centres undefined) | 9 | -6 |
| Cc1cc(C)nc(NC(=O)CSc2ccccn2)n1 | 5 | -37 |
| CCOc1ccc(NC2c3ccccc3C(=O)N2Cc2ccco2)cc1 (centres undefined) | -12 | 9 |
| CCc1cccc(Oc2nn[nH]n2)c1 | 11 | . |
| Cc1ccc(Sc2c(C(=O)Nc3ccc(F)cc3F)c(C(F)(F)F)nn2C)cc1 | 8 | . |
| O=C1OCc2cc(NC(=O)C3COc4ccccc4O3)ccc21 (centres undefined) | . | -9 |
| CC(=O)NCc1cccc(CNC(C)=O)n1 | -9 | -7 |
| CCn1c(C2CC(=O)N(Cc3ccccc3)C2)nc2ccccc21 (centres undefined) | 6 | -10 |
| COC(=O)c1cc(NC(=O)Nc2ccccc2OC)cc(C(=O)OC)c1 | 8 | . |
| CCC(Sc1ncnc2sc(C)c(C)c12)C(=O)OC (centres undefined) | -11 | . |
| COc1cccc(N(C(=O)c2ccco2)c2nc(-c3sc(NC(=O)c4ccco4)nc3C)cs2)c1 | 14 | . |
| O=C(COC(=O)C(O)c1ccccc1)NC12CC3CC(CC(C3)C1)C2 (centres undefined) | -10 | -6 |
| Clc1ccc2[nH]cc(-c3nnnn3-c3ccccc3)c2c1 | 10 | . |
| CCC(c1nnnn1C(C)(C)C)N(Cc1ccco1)Cc1cc2cccc(C)c2[nH]c1=O (centres undefined) | 11 | . |
| O=C(COc1ccc(Cl)cc1Cl)N/N=C/CCc1ccccc1 | 8 | . |
| CCN(CC)C(=O)c1c2c(nc3ccccc13)-c1ccccc1CC2 | -3 | . |

New compounds follow.
| Molecule | RmlCD inh mix | HIV RNase H inh |
| --- | --- | --- |
| CN1C(=O)c2ccccc2NC(=O)[C@]12O[C@@H]2c1ccccc1 | 6 | . |
| O=[N+]([O-])c1ccc(Oc2ccc(F)cc2)c2ccncc12 | 3 | . |
| CC1CCCC(NC(=O)COC(=O)Cc2ccsc2)C1C (centres undefined) | -6 | . |
| CC(C)NC(=S)Nc1ccc(Oc2ccccc2)cc1 | 2 | . |
| C=CCn1c(NC(=O)c2ccco2)c(S(=O)(=O)c2ccccc2)c2nc3ccccc3nc21 | . | -6 |
| CCc1ccc(CNC(=O)CN2C(=O)COc3ccccc32)cc1 | 7 | -2 |
| Nc1nc(CSc2n[nH]c(-c3ccccc3)n2)nc(Nc2ccccc2)n1 | 2 | -6 |
| CCCCCn1c(N)c(-c2nc3ccccc3s2)c2c([N+](=O)[O-])nn(C)c(=O)c21 | -8 | . |

Profiles from above.
Record of C=CCn1c(NC(=O)c2ccco2)c(S(=O)(=O)c2ccccc2)c2nc3ccccc3nc21 : RmlCD inh mix: .; HIV RNase H inh: -6
Record of CCc1ccc(CNC(=O)CN2C(=O)COc3ccccc32)cc1 : RmlCD inh mix: 7; HIV RNase H inh: -2

Other compounds follow:
| Molecule | RmlCD inh mix | HIV RNase H inh |
| --- | --- | --- |
| NC1CCCCC1N=Cc1c(O)n(CCc2ccc(F)cc2)c(=O)[nH]c1=O (centres undefined) | 3 | 5 |
| Cc1nn(-c2ccccc2)c2nc(-c3ccncc3)cc(C(=O)NCc3ccco3)c12 | 5 | 9 |
| CCOC1CS(=O)(=O)CC1OCC (centres undefined) | -4 | . |
| CCOc1ccc(N=c2scc(-c3ccc(OC)cc3)n2CCO)cc1 | 8 | . |
| O=C(Nc1ccccc1)c1ccc2c(c1)OCO2 | -15 | . |
| O=C(Nc1ncc(Cc2ccccc2)s1)c1cccs1 | -13 | -9 |
| O=C(C1CCN(C2CC(=O)N(c3cccc(Cl)c3)C2=O)CC1)N1CCCCCC1 (centres undefined) | 5 | 34 |
| CC[C@@H]1CC=C[C@H]2[C@H]1C(=O)N(Cc1ccccc1)[C@H]2c1ccc(C(F)(F)F)cc1 | -12 | . |

4 of these compounds, reformatted.
CCOC1CS(=O)(=O)CC1OCC (centres undefined)
  RmlCD inh mix: -4; HIV RNase H inh: .
CCOc1ccc(N=c2scc(-c3ccc(OC)cc3)n2CCO)cc1
  RmlCD inh mix: 8; HIV RNase H inh: .
O=C(Nc1ccccc1)c1ccc2c(c1)OCO2
  RmlCD inh mix: -15; HIV RNase H inh: .
O=C(Nc1ncc(Cc2ccccc2)s1)c1cccs1
  RmlCD inh mix: -13; HIV RNase H inh: -9

The results go on:
| Molecule | RmlCD inh mix | HIV RNase H inh |
| --- | --- | --- |
| Cc1cc(Br)c2c(c1)=C(c1sc(N3CCCCCC3)nc1O)C(=O)N=2 | -8 | 23 |
| CC(C(=O)NCc1cccs1)n1cccc1 (centres undefined) | -10 | -13 |
| COc1ccc(OCC(=O)N2CCN(Cc3c[nH]c4ccccc34)CC2)cc1 | 5 | -9 |
| CCC1=C(OC(=O)N(CC)CC)N2C(=O)OC(=NCCc3c[nH]c4ccccc34)[C@]2(Cc2ccccc2)[C@H]2C1=CC[C@H]1C(=O)NC(=O)[C@H]12 | -13 | . |
| CC(C)c1ccc(OCC(=O)N2CCN(C)CC2)c(Br)c1 | -16 | 5 |
| COCCN1Cc2cccc(C(=O)NCc3ccccn3)c2C1=O | -13 | -9 |
| Fc1cccc(CSc2nc3ncccc3[nH]2)c1 | -3 | . |
| Cc1nc(SCC(=O)NC(=O)NCc2ccccc2)nc(C)c1C | -4 | . |

(cont.)
mol | RmlCD inh mix | HIV RNase H inh
CC(=O)OC1C2CCCC1C(N1CCCC1)CC2 (centres undefined) | 20&11 | -22
CCOc1ccccc1NC(=O)CSc1ncnc2c1oc1ccccc12 | -5 | -24
COc1cccc(C(=O)N/N=C/c2cn[nH]c2-c2ccc(OC)cc2OC)c1 | 7 | .
Cc1ccccc1NS(=O)(=O)c1cc(S(C)(=O)=O)ccc1Cl | -10 | 0
C=CCOC(=O)C(=O)/C=C/c1ccc2c(c1)Cc1ccccc1-2 | 14 | .
CSc1nc2ccc(NC(=O)C3CC(=O)N(Cc4ccco4)C3)cc2s1 (centres undefined) | 24 | -8
Cc1ccc(C(c2sc3nc(C)nn3c2O)N2CCN(C(=O)c3ccco3)CC2)cc1 (centres undefined) | 6 | -19
O=C(NCc1ccccc1)C1CCN(S(=O)(=O)c2cccc3cccnc23)CC1 | -3 | -32
COCc1cc(=O)n2[nH]c(C(F)(F)F)nc2n1 | 4 | .
CCOC(=O)CSc1ncnc2c1nnn2-c1ccc(F)cc1 | -3 | -2
CCCCn1nnnc1SCC(=O)c1ccc(C)c(C)c1 | -7 | -16
O=C(c1ccc([N+](=O)[O-])cc1)N(Cc1ccc(Br)cc1)N1C(=O)CCCC1=O | -6 | .
CCOC(=O)c1cccnc1SCc1cc(=O)n2ccccc2n1 | -11 | -35
CCc1ccc(OCC(O)CNC(C)(C)C)cc1 (centres undefined) | -15 | .
Cc1occc1C(=O)N/N=C/c1c[nH]c2ccccc12 | 13 | .
CCC(C)NC(=O)CSC1=Nc2ccccc2C2=NC(CCC(=O)NCc3ccco3)C(=O)N12 (centres undefined) | 0 | .
O=C1[C@@H]2CSCN2C(=O)CN1CCc1cccc(F)c1 | 5 | -2
CNc1cc(C)nc(-n2nc(C)cc2C)n1 | 21 | -3
COCCCn1c(SCC(=O)Nc2nc3ccccc3s2)nnc1-c1ccoc1C | 8 | .
CC(C)CNC(=O)c1cc(-c2ccc(Cl)c(Cl)c2)on1 | 11 | -8
Fc1ccc(CSc2nncn2NCc2ccccc2)cc1 | -7 | .
CC1CN(O)C2CCc3nonc3C12O (centres undefined) | 11 | -6
CCCCc1ccc(NC(=O)C2CCCO2)cc1 (centres undefined) | 2 | -3
c1ccc2nc(-c3ccncc3)ccc2c1 | 0 | .
Cc1ccnc(N2CCC(C(=O)Nc3ccc4c(c3)CCC4)CC2)n1 | -6 | -3
CN1C(=O)C(=O)N(CC(=O)N2CCc3ccccc32)C1=O | -15 | .
COc1ccccc1NC(=O)C1(C)Cc2ccccc2C(=O)O1 (centres undefined) | -10 | -34
CC1CC(C)CN(c2ncnc3c2cnn3-c2ccc(Cl)cc2)C1 (centres undefined) | 6 | 1
COc1ccc([N+](=O)[O-])cc1NC(=S)NC(NC(=O)C(c1ccccc1)c1ccccc1)C(Cl)(Cl)Cl (centres undefined) | -10 | .
CCOC(=O)C1CCCN(C(=O)CCC(=O)Nc2ccc3nc(N4CCOCC4)cc(C)c3c2)C1 (centres undefined) | . | -90
CCOC(=O)c1c(CN(CC)CC)oc2ccc(OC)cc12 | 14 | .
CCCc1nc2oc3cc(OC)ccc3c(=O)c2c(=O)n1Cc1ccco1 | 12 | 7
CCn1c(NCc2ccccn2)nc2ccccc21 | 3 | .
C/C=C/C(=O)Nc1cccc(C2=NOC3(C2)C[C@H](C(N)=O)N(C(=O)/C=C/C)C3)c1 (some centres undefined) | 5 | .
COc1cc(-c2cc[n+](C)cc2)ccc1O | -16 | .
COc1cc(NC(=O)Cn2c(C)cc3ccccc3c2=O)cc(OC)c1OC | 4 | .

Sorted by number of heavy atoms (rising): 3 of the compounds above
mol | RmlCD inh mix | HIV RNase H inh
COc1ccccc1NC(=O)C1(C)Cc2ccccc2C(=O)O1 (centres undefined) | -10 | -34
Cc1ccnc(N2CCC(C(=O)Nc3ccc4c(c3)CCC4)CC2)n1 | -6 | -3
COc1cc(NC(=O)Cn2c(C)cc3ccccc3c2=O)cc(OC)c1OC | 4 | .

Next section
mol | RmlCD inh mix | HIV RNase H inh
CN1CCN(C(=O)c2cc3c(s2)-c2ccccc2S(=O)(=O)C3)CC1 | 15 | -1
Cc1ccc(NS(=O)(=O)c2ccc(NC(=O)c3ccc(-c4ccccc4)cc3)cc2)c(C)c1 | -4 | .
CCC(CO)n1cnnc1-c1ccncc1 (centres undefined) | 7 | -8
CCOC(=O)CSc1[nH]c(=O)cc(C)c1C#N | -11 | .
CCOC(=O)N1CCN(C(=O)Nc2sc3nc4n(c(=O)c3c2C)CCC(C)CC4)CC1 (centres undefined) | 7 | 14

Only part of the results is shown; count on the stated rates, not on these rows.
